From PubChem
GIRK2 act: GIRK2 channel activators by thallium flux; P48051; HEK293 GIRK2/NPY4 cells, thallium flux fluorescence; activation (% efficacy), % for hits at 37.5 µM; 34,000 tested, under 10 active; AID 1259324;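 active means primary screen hit, no activity in plain HEK293 cells, and in GIRK2-only cells above 5% efficacy rising with concentration; inactive means the rest, including fluorescent compounds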;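 further: efficacy is normalized control-subtracted fluorescence 15 s after thallium addition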
Target sequence (P48051 whole entry, looked up): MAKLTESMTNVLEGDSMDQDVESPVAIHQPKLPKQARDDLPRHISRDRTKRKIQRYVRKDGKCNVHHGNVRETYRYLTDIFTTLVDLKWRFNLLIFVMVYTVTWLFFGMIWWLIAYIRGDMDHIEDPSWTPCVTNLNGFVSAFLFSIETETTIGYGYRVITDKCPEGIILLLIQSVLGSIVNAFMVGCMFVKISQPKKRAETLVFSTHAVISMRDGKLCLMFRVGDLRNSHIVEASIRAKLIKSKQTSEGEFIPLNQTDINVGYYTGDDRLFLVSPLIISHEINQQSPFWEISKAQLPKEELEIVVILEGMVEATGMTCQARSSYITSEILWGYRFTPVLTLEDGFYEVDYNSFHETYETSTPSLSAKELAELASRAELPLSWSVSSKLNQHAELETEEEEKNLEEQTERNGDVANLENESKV
Calls only; i = inactive. Some of the compounds tested. The share of hits here may be higher or lower than overall.

#1 CC(C)(C)NC(=O)C(=O)NCC(c1cccc2ccccc12)N1CCCC1 (stereo not given)
- GIRK2 act = i
#2 NC(=O)C1Cc2ccccc2N1C(=O)NCc1cccs1 (stereo not given)
- GIRK2 act = i
#3 CCOCCn1c(-n2nc(C)cc2C)nc2c1c(=O)n(Cc1ccc(C)cc1)c(=O)n2C
- GIRK2 act = i
#4 O=c1ccc(-c2ccncc2)nn1CCCNS(=O)(=O)/C=C/c1ccccc1
- GIRK2 act = i
#5 CCOC(=O)Cc1csc(NC(=O)c2nc(-c3cnccn3)no2)n1
- GIRK2 act = i
#6 Cc1csc(NC(=O)CN2CCC(c3nnc(C4CC4)o3)CC2)n1
- GIRK2 act = i
#7 Cc1cc(C)c(NC(=O)C(=O)NCC2CCN(Cc3ccco3)CC2)c(C)c1
- GIRK2 act = i
#8 Cc1ccccc1-c1nc(COC(=O)c2nnn(-c3ccc(F)cc3)c2C)c(C)o1
- GIRK2 act = i
#9 Cc1ccccc1C(=O)NCC1CCN(C(C)C)CC1
- GIRK2 act = i
#10 COc1ccc(S(=O)(=O)CC(=O)Nc2nnc(-c3ccc4c(c3)OCCO4)o2)cc1
- GIRK2 act = i
#11 COc1ccc(N(CC(=O)NCCc2ccccc2)S(=O)(=O)c2cccnc2)cc1
- GIRK2 act = i
#12 CCOC(=O)c1c(NC(=O)C2CCN(S(C)(=O)=O)CC2)sc2c1CCCCC2
- GIRK2 act = i
#13 CC(C)Oc1ccc(-c2noc(Cn3c(=O)n(-c4ccccc4)c(=O)c4sccc43)n2)cc1
- GIRK2 act = i
#14 CNC(=O)Cc1ccc(NS(=O)(=O)c2ccc(F)cc2C)cc1
- GIRK2 act = i
#15 CC(=O)Nc1cccc(NC(=O)Cn2nc(C(=O)N3CCOCC3)cc2C)c1
- GIRK2 act = i

#16 CC1(C)N=C(SCC(=O)Nc2cccc(C(F)(F)F)c2)c2ccccc2N1
- GIRK2 act = i
#17 O=S(=O)(NCC#CCN1CCc2ccccc2C1)c1cccc(Cl)c1
- GIRK2 act = i
#18 Cc1cc(C)c(NC(=O)Cn2nc(-c3ccc(Cl)cc3)ccc2=O)c(C)c1
- GIRK2 act = i
#19 CCOC(=O)c1sc(NC(=O)CSc2cc(N3CCOCC3)ncn2)nc1C
- GIRK2 act = i
#20 Cc1cc(NC(=O)c2ccccc2[N+](=O)[O-])n(-c2nc(-c3ccccc3)cs2)n1
- GIRK2 act = i
#21 COC(=O)c1c(NC(=O)C2CCCN(S(C)(=O)=O)C2)sc2c1CCN(C(C)=O)C2 (stereo not given)
- GIRK2 act = i
#22 COc1ccc(S(=O)(=O)CC(=O)Nc2cccc(-c3nc4ccccc4[nH]3)c2)cc1
- GIRK2 act = i
#23 Cc1cc(C)c(C)c(S(=O)(=O)N2CCN(C(=O)c3ccco3)CC2)c1C
- GIRK2 act = i
#24 COc1ccc(N(CC(=O)NCc2ccccc2)S(=O)(=O)c2cccnc2)cc1
- GIRK2 act = i
#25 Cc1ccnc(Nc2ccc(NCCNC(=O)c3ccc(Oc4ncccn4)cc3)nn2)c1
- GIRK2 act = i
#26 O=C(NCCCn1cccc1)c1ccccc1Oc1ccccc1
- GIRK2 act = i
#27 CC(C)c1ccc(NC(=O)Cc2csc(Nc3ccc(S(C)(=O)=O)cc3)n2)cc1
- GIRK2 act = i
#28 Cn1cccc1C(O)CNC(=O)c1cnccn1 (stereo not given)
- GIRK2 act = i
#29 COc1ccc(Br)c(C(=O)NCC(O)(c2ccco2)C2CC2)c1 (stereo not given)
- GIRK2 act = i
#30 O=C(CCSc1ccccc1)Nc1nnc(Cc2cccs2)o1
- GIRK2 act = i

Screen by screen, quoted from above.
GIRK2 act, compounds 15 to 24 → i, i, i, i, i, i, i, i, i, i

More structures:
#31 COc1ccc(C)c2sc(NC(=O)C3CCCN3S(C)(=O)=O)nc12 (stereo not given)
- GIRK2 act = i
#32 CC(C)c1nnc(C2CCN(C(=O)c3ccc(Cl)s3)CC2)o1
- GIRK2 act = i
#33 Cc1cc(O)c(C(c2cccc([N+](=O)[O-])c2)c2c(O)cc(C)n(C)c2=O)c(=O)n1C
- GIRK2 act = i
#34 CCCOc1cn(-c2ccc(F)cc2)nc1C(=O)NCCc1ccc(S(N)(=O)=O)cc1
- GIRK2 act = i
#35 O=C(NCCS(=O)(=O)N1CCN(Cc2ccccc2)CC1)c1c(F)cccc1Cl
- GIRK2 act = i
#36 O=C(Cc1ccc(F)cc1)Nc1cc(-c2ccccc2)nn1CCO
- GIRK2 act = i
#37 COc1cccc(Nc2nnc(CC(=O)N3CCC4(CC3)OCCO4)s2)c1
- GIRK2 act = i
#38 Cn1nc(CNC(=O)NCc2ccc(Cl)cc2)c2ccccc2c1=O
- GIRK2 act = i
#39 Cc1ccc(-c2noc(C3CCN(S(=O)(=O)c4ccc(Cl)cc4)CC3)n2)cc1
- GIRK2 act = i
#40 CSc1cccc(NC(=O)C(=O)NCc2nc(-c3ccccc3)no2)c1
- GIRK2 act = i
#41 O=C(NCc1cccs1)C(=O)NCC1CCN(C(=O)Nc2ccc(F)cc2)CC1
- GIRK2 act = i
#42 O=C(Cc1cc(-c2ccc3c(c2)OCO3)on1)N1CCCCC1
- GIRK2 act = i
#43 CCCCc1ccc(NC(=O)CSc2ncnc3c2nnn3C)cc1
- GIRK2 act = i
#44 O=C(COc1cccc2c1CCNC2=O)NC1CCCCC1
- GIRK2 act = i
#45 O=C(CS(=O)(=O)Cc1ccccc1)N(Cc1ccccn1)c1nc2c(F)cc(F)cc2s1
- GIRK2 act = i

At a glance, part of the list above:
#31 COc1ccc(C)c2sc(NC(=O)C3CCCN3S(C)(=O)=O)nc12 (stereo not given)
- GIRK2 act = i
#32 CC(C)c1nnc(C2CCN(C(=O)c3ccc(Cl)s3)CC2)o1
- GIRK2 act = i

Returning to the listing; the 6 compounds before the break are reprinted first.
#40 CSc1cccc(NC(=O)C(=O)NCc2nc(-c3ccccc3)no2)c1
- GIRK2 act = i
#41 O=C(NCc1cccs1)C(=O)NCC1CCN(C(=O)Nc2ccc(F)cc2)CC1
- GIRK2 act = i
#42 O=C(Cc1cc(-c2ccc3c(c2)OCO3)on1)N1CCCCC1
- GIRK2 act = i
#43 CCCCc1ccc(NC(=O)CSc2ncnc3c2nnn3C)cc1
- GIRK2 act = i
#44 O=C(COc1cccc2c1CCNC2=O)NC1CCCCC1
- GIRK2 act = i
#45 O=C(CS(=O)(=O)Cc1ccccc1)N(Cc1ccccn1)c1nc2c(F)cc(F)cc2s1
- GIRK2 act = i
#46 O=C(c1ccco1)N1CCN(Cc2nnnn2-c2ccc(F)c(F)c2)CC1
- GIRK2 act = i
#47 O=C(Cn1c(=O)n(C2CC2)c(=O)c2nscc21)NCc1ccccc1
- GIRK2 act = i
#48 CCc1ccc(Oc2cc(N3CCC(C(=O)NCc4ccc(C)cc4)CC3)ncn2)cc1
- GIRK2 act = i
#49 Cc1ccc2nc(NC(=O)c3ccc(=O)n(Cc4cccc([N+](=O)[O-])c4)c3)sc2c1
- GIRK2 act = i
#50 CC(C)c1cc(=O)n(CC(=O)Nc2ccc(C(N)=O)cc2)cn1
- GIRK2 act = i
#51 CCc1ccccc1NC(=O)CSC1=NC2(CCCCC2)Nc2ccccc21
- GIRK2 act = i
#52 COc1ccccc1-c1ccc(N2CCC(C(=O)NCCc3c[nH]c4ccccc34)CC2)nn1
- GIRK2 act = i
#53 CC(=O)c1ccc(NC(=O)CN2CCC(c3nnc(C(C)C)o3)CC2)cc1
- GIRK2 act = i
#54 Cc1ccc(N2CCCS2(=O)=O)cc1NC(=O)Nc1cccs1
- GIRK2 act = i
#55 COc1ccc(C(C)C)cc1S(=O)(=O)Nc1cc(Cl)ccc1O
- GIRK2 act = i
#56 CCc1ccc(S(=O)(=O)N2CCN(c3ccc(-c4ccncc4)nn3)CC2)cc1
- GIRK2 act = i
#57 Cc1nc(NCCCn2ccnc2)nc(N2CCCC2)c1[N+](=O)[O-]
- GIRK2 act = i
#58 CCCOc1cn(-c2ccc(F)cc2)nc1C(=O)N1CCN(C(C)=O)CC1
- GIRK2 act = i
#59 COc1ccc(-c2nnc(NC(=O)/C=C/c3ccccc3Cl)o2)cc1OC
- GIRK2 act = i
#60 O=C(Cc1ccc(F)cc1)N1CCN(c2ccc(-c3ccc4c(c3)OCO4)nn2)CC1
- GIRK2 act = i

Sorted by heavy-atom count (smallest number first): some entries from above.
#47 O=C(Cn1c(=O)n(C2CC2)c(=O)c2nscc21)NCc1ccccc1
- GIRK2 act = i
#59 COc1ccc(-c2nnc(NC(=O)/C=C/c3ccccc3Cl)o2)cc1OC
- GIRK2 act = i
#52 COc1ccccc1-c1ccc(N2CCC(C(=O)NCCc3c[nH]c4ccccc34)CC2)nn1
- GIRK2 act = i

The list continues.
#61 COc1ccc(CNC(=O)N2CC3CC2C(=O)O3)cc1OC (stereo not given)
- GIRK2 act = i
#62 COc1ccccc1NC(=O)Cn1cc(-c2nnc(C)o2)c2ccccc21
- GIRK2 act = i
#63 CCCC(CCC)C(=O)N1CCN(c2ccc(-c3ccc4c(c3)OCO4)nn2)CC1
- GIRK2 act = i
#64 COc1cn(CC(=O)Nc2ccc([N+](=O)[O-])cc2)c(CSc2ncccn2)cc1=O
- GIRK2 act = i
#65 COc1ccc(S(=O)(=O)CC(=O)Nc2nc(-c3ccc(C(C)C)cc3)cs2)cc1
- GIRK2 act = i
#66 O=C(CSc1nc(=O)n(CCO)c2c1CCC2)Nc1nc2ccccc2s1
- GIRK2 act = i
#67 CC(Oc1ccc2c(c1)OCO2)C(=O)N1CCN(c2ccc(-c3ccco3)nn2)CC1 (stereo not given)
- GIRK2 act = i
#68 COc1cccc2sc(NC(=O)c3ccc(S(=O)(=O)C(C)C)cc3)nc12
- GIRK2 act = i
#69 CS(=O)(=O)N1N=C(c2cccs2)CC1c1ccc2nccnc2c1 (stereo not given)
- GIRK2 act = i
#70 COc1ccc(-c2cc3c(=O)[nH]nc(SCc4nc(-c5ccc(F)cc5)no4)n3n2)cc1OC
- GIRK2 act = i
#71 Cc1ccc(C(CNC(=O)C(=O)Nc2ccc(OC(F)(F)F)cc2)N2CCOCC2)cc1 (stereo not given)
- GIRK2 act = i
#72 Cc1ccc(N2CCC(C(=O)O)CC2)nn1
- GIRK2 act = i
#73 O=C(Cc1cc(-c2cc3ccccc3o2)on1)NCCN1CCOCC1
- GIRK2 act = i
#74 Cc1ccc(-n2ncc3c(=O)n(NC(=O)c4ccc(C(F)(F)F)cc4)cnc32)cc1
- GIRK2 act = i
#75 C#CC1(OCC(O)CN2CCN(c3ccc(F)cc3)CC2)CCCCC1 (stereo not given)
- GIRK2 act = i

#76 CC1(C)CC(=O)c2sc(NC(=O)c3ccno3)nc2C1
- GIRK2 act = i
#77 Cc1cc(-c2nnc(SCC(N)=O)o2)c(C)o1
- GIRK2 act = i
#78 CC(C)n1ccc(-c2nnc(NC(=O)C3CCCN(S(C)(=O)=O)C3)o2)n1 (stereo not given)
- GIRK2 act = i
#79 COc1ccccc1CNC(=O)CCc1csc(NC(=O)c2ccco2)n1
- GIRK2 act = i
#80 N#C/C(=C\Nc1ccccc1)C(=O)NCc1ccccc1
- GIRK2 act = i
#81 O=C(Cn1c(=O)oc2ccccc21)NCC1CCN(C(=O)Nc2ccc(F)cc2)CC1
- GIRK2 act = i
#82 COc1cccc(NC(=O)Cn2c(=O)n(CC(=O)NCc3ccc(C)cc3)c(=O)c3sccc32)c1
- GIRK2 act = i
#83 COCCn1c(=NC(=O)c2ccn(C)n2)sc2cc(Cl)ccc21
- GIRK2 act = i
#84 CCOC(=O)N1CCc2c(sc(NC(=O)C3CCCN(S(C)(=O)=O)C3)c2C#N)C1 (stereo not given)
- GIRK2 act = i
#85 CCOCCn1c(=NC(=O)c2ccnn2CC)sc2cc(OC)c(OC)cc21
- GIRK2 act = i
#86 Cc1ccc2nc(N(CC3CCCO3)C(=O)c3ccn(C)n3)sc2c1 (stereo not given)
- GIRK2 act = i
#87 O=C(COc1ccc(Cl)cc1Cl)Nc1ccc(CC(=O)NC2CC2)cc1
- GIRK2 act = i
#88 CC(Oc1ccccc1)C(=O)N1CCC2(CC1)NC(=O)N(CCc1ccccc1)C2=O (stereo not given)
- GIRK2 act = i
#89 CCOC(=O)C(=O)Nc1cc(C)nn1-c1nc(-c2ccccc2)cs1
- GIRK2 act = i
#90 Cc1cc(N(C)C)nc(NCCNC(=O)C(C)C)n1
- GIRK2 act = i

#91 CC(C)n1c(=O)c2nscc2n(CC(=O)Nc2ccc(Br)cc2)c1=O
- GIRK2 act = i
#92 Cc1c(C(=O)NCCc2ccccc2)c(C(F)(F)F)nn1C(C)C
- GIRK2 act = i
#93 Cc1nc(NCC(C)C)nc(NCc2ccccc2)c1[N+](=O)[O-]
- GIRK2 act = i
#94 COc1ccc(NC(=O)C2CN(C(C)=O)C2)cc1
- GIRK2 act = i
#95 O=C(Nc1ccc(Cl)c(Cl)c1)N1CCC(c2cccs2)CC1
- GIRK2 act = i
#96 O=S(=O)(C1CCCCC1)N1CCC(c2cccs2)CC1
- GIRK2 act = i
#97 Cc1ccccc1CC(=O)NCCn1nc(-n2cccn2)ccc1=O
- GIRK2 act = i
#98 O=C(c1ccc2c(=O)n3c(nc2c1)SCCC3)N1CCCC1
- GIRK2 act = i
#99 CC(NC(=O)CCc1csc(NC(=O)c2ccco2)n1)c1ccccc1 (stereo not given)
- GIRK2 act = i
#100 COCCCN1COc2ccc3c(=O)c(-c4ccccc4)c(C(F)(F)F)oc3c2C1
- GIRK2 act = i
#101 COc1ccc(C)cc1S(=O)(=O)NCc1ccsc1
- GIRK2 act = i
#102 CC(NC(=O)c1ccc(N2CCCCS2(=O)=O)cc1)c1ccccc1 (stereo not given)
- GIRK2 act = i
